RBX1-CUL1 inh = human ROC1-CUL1 E3 ligase inhibition; P62877+Q13616; in vitro K48 di-Ub FRET, acceptor:donor ratio, 45 min; inhibition, % at 10 µM; 140,000 compounds, 0.6% hits; in the data active = inhibition above about 25%
Target sequence (P62877 whole entry, looked up): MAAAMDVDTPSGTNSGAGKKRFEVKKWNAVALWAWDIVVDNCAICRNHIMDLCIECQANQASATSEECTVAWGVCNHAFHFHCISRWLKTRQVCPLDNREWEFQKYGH
Target sequence (Q13616 whole entry, looked up): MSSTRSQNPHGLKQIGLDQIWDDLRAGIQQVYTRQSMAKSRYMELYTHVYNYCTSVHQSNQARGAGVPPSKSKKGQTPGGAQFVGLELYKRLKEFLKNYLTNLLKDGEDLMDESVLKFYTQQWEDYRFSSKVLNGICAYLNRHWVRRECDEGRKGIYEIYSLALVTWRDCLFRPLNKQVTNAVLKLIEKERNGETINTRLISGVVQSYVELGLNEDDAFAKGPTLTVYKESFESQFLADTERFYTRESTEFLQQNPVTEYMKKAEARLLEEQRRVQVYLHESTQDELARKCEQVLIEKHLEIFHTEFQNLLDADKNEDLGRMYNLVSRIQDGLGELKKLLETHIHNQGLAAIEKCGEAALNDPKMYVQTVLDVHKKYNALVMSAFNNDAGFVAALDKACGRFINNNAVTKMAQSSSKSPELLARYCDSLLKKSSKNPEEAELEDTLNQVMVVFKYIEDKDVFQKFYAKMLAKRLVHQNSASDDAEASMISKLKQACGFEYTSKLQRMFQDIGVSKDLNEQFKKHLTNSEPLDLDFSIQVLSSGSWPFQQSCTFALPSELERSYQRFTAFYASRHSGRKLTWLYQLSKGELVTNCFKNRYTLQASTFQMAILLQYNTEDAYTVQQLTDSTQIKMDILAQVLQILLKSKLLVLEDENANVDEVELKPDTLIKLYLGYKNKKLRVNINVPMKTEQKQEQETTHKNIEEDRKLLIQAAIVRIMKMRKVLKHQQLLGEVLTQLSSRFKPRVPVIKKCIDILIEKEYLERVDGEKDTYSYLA
Active calls of the source: *. Only part of the results is shown; rates above refer to the full screens.

SMILES	RBX1-CUL1 inh
Cc1ccc(C(O)(C(=O)NN(C(=O)COc2ccccc2)c2ccccc2)c2ccc(C)cc2)cc1	-6.1
C=C(C)CSc1nc(N)c2c3c(sc2n1)COC(C(C)C)C3 (stereo unspecified)	-6.6
CCOC(=O)c1c(Cl)nc(C)c(Cl)c1Cl	-4.1
CC(C)c1n[nH]c2c1CN(C(=O)Cn1nnc3ccccc3c1=O)CC2	-1.5
COc1cccc2c1OCC(NCc1cc(F)ccc1-n1cccn1)C2 (stereo unspecified)	1.4
CCCCOc1ccc(CNC(=O)c2ccc3c(c2)N(C)C(=O)C2CCCCN32)cc1 (stereo unspecified)	-3.9
COc1ccc(CNC(=O)c2sc3nc(-c4cccs4)ccc3c2N)cc1	-7.4
Cc1cc(=O)n2c(C(=O)Nc3ccc(Br)cc3)c(C(=O)Nc3ccccc3)sc2n1	-11.9
c1ccc(-c2onc3ccc(C4OCCO4)cc23)cc1	1.0
O=C(CSc1nccn1Cc1ccc(Cl)cc1)Nc1ccc2c(c1)OCCO2	3.1
CCn1cc(C=C2C(=O)OC(C)(C(C)(C)C)OC2=O)c2ccccc21 (stereo unspecified)	-5.7
Cc1oc(C)c(-c2c(C)oc(C)c2C(=O)O)c1C(=O)O	3.0

Next section (3 carried over from the part before).
SMILES	RBX1-CUL1 inh
O=C(CSc1nccn1Cc1ccc(Cl)cc1)Nc1ccc2c(c1)OCCO2	3.1
CCn1cc(C=C2C(=O)OC(C)(C(C)(C)C)OC2=O)c2ccccc21 (stereo unspecified)	-5.7
Cc1oc(C)c(-c2c(C)oc(C)c2C(=O)O)c1C(=O)O	3.0
Cc1ccc(-c2cc(NC(=O)COc3ccc(Cl)cc3C)on2)cc1	-2.2
COc1cc(/C=N/NC(=O)c2nonc2N)ccc1OCc1ccc(Cl)cc1	-4.0
COc1ccc(Br)cc1[C@@H]1Nc2ccc(C(=O)O)cc2[C@@H]2C=CC[C@@H]21	6.9
COC(=O)c1cc(C(C)(C)C)c(Br)cc1C(C)(C)C	6.1
O=C(Cn1cccn1)NC1CCCN(CCc2ccccc2)C1 (stereo unspecified)	7.8
COc1ccc(Cl)cc1NC(=O)CCc1nc(-c2ccccc2F)no1	-3.9
C=CCn1c(SCC(=O)Nc2c(C)nn(Cc3ccccc3)c2C)nnc1C(O)c1ccccc1 (stereo unspecified)	-1.8
O=C(Nc1cccc(O)c1)c1cc2nc(-c3ccccc3)cc(-c3ccccc3)n2n1	6.8
Cc1ccc(S(=O)(=O)c2nc(-c3ccc(Cl)cc3Cl)oc2N2CCCCC2)cc1	1.9
CCN(C)c1ccc(C=C2C(=O)N(C)C(=O)N(C)C2=O)cc1	1.4
CCCn1c(=O)c2c(nc3n(CCOC)c(C)cn23)n(C)c1=O	9.0
Clc1nc2ccccc2nc1Cc1ccccc1	6.3
COc1ccc(OC)c(NC(=O)C2C3CCC(O3)C2C(=O)O)c1 (stereo unspecified)	5.9
Cn1c(CN2CCOCC2)nc2cc(NC(=O)c3ccccc3[N+](=O)[O-])ccc21	-0.5
COc1ccccc1OCCSc1nnc(C)c(=O)[nH]1	7.7
Cc1ccc2onc(CC(=O)Nc3cccc(C)c3C)c2c1	1.3
Cc1cccc(OCC(=O)N(Cc2ccc(N(C)C)cc2)Cc2ccco2)c1C	-6.9
COc1ccc(C(CC(=O)c2ccc(Cl)cc2)C(C#N)C#N)cc1 (stereo unspecified)	3.0
CCCCn1nnc(NC(=O)c2cccc3ccccc23)n1	-0.2
Cc1ccc(S(=O)(=O)N2CCN(S(=O)(=O)N3CCOCC3)CC2)c(C)c1	-1.3
O=C(NCc1cccc(-n2cncn2)c1)Nc1nnc(C2CC2)s1	7.4
CCCc1nn2c(=O)cc(COC(=O)c3ccccc3NC(=O)c3ccc(Cl)cc3)nc2s1	-8.6
Cc1nnc(SCC(=O)N/N=C/c2cn[nH]c2-c2ccc(Cl)c(Cl)c2)n1-c1ccccc1	6.8
COc1ccccc1C(=O)Nc1nc2nc(C)c(Cc3ccccc3)c(=O)n2[nH]1	-3.8

A different layout for part of the listing above:
structure,RBX1-CUL1 inh
Cn1c(CN2CCOCC2)nc2cc(NC(=O)c3ccccc3[N+](=O)[O-])ccc21,-0.5
COc1ccccc1OCCSc1nnc(C)c(=O)[nH]1,7.7
Cc1ccc2onc(CC(=O)Nc3cccc(C)c3C)c2c1,1.3
Cc1cccc(OCC(=O)N(Cc2ccc(N(C)C)cc2)Cc2ccco2)c1C,-6.9
COc1ccc(C(CC(=O)c2ccc(Cl)cc2)C(C#N)C#N)cc1 (stereo unspecified),3.0
CCCCn1nnc(NC(=O)c2cccc3ccccc23)n1,-0.2

More entries follow.
SMILES	RBX1-CUL1 inh
COc1ccc(Cc2nnc(NC(=O)C34CC5CC(CC(C5)C3)C4)s2)cc1OC	1.9
Cc1ccc(NC(=O)NCc2ccc(F)cc2)cc1C	-4.7
COc1cccc(Oc2coc3cc(OC(=O)C(CC(C)C)NC(=O)OC(C)(C)C)ccc3c2=O)c1 (stereo unspecified)	9.3
CC(=O)Nc1ccc(N2C(=S)NC(C)(C)C=C2C)cc1	11.8
O=C(c1ccccc1)N1CN(C2CCCCC2)Cc2c1sc1c2CCCC1	4.5
CCOC(=O)C1CCN(S(=O)(=O)c2cc3c4c(c2)C(C)C(=O)N4CCC3)CC1 (stereo unspecified)	3.8
CCC1CCc2c(sc(NC(=O)CCCOc3ccc(Cl)cc3C)c2C(=O)OC)C1 (stereo unspecified)	5.4
COc1ccc(C(=O)Nc2c(C(=O)c3ccccc3)oc3ccccc23)cc1	-4.1
CN=C(NC1CCCCC1)c1ccc(Cl)cc1	-2.2
COc1cc(SC)ccc1C(=O)Nc1ccc(Br)cc1C	6.2
Clc1ccc(SCCN2CCc3ccccc3C2)cc1	-7.6
COc1ccc(C)cc1NC(=O)C12CCC(C)(C(=O)O1)C2(C)C (stereo unspecified)	4.0
Cc1ccc2nc(-c3ccc(NC(=O)CNC(=O)C(c4ccccc4)c4ccccc4)cc3)sc2c1	4.2
Cc1ccc(NC(=O)Cn2cc(S(=O)(=O)Cc3cccc(Cl)c3)c3ccccc32)cc1C	6.1
Cc1cc(C(=O)N2CCN(c3cccc(C)c3C)CC2)c2c(C)nn(-c3ccccc3)c2n1	-2.0
COC(=O)[C@@H]1CCCN1C(=O)c1c(OC)cc(=O)n2c1CCN(Cc1ccc(N(C)C)cc1)CC2	-11.9
O=C(NCCc1ccc(Cl)cc1)c1cnc2sc(N3CCCCC3)nn2c1=O	2.3
Cc1ccccc1C(=O)Nc1sc2c(c1C(=O)NCc1ccco1)CCC(C(C)(C)C)C2 (stereo unspecified)	-9.5
Cc1ccc(S(=O)(=O)c2ccc(Cl)cc2)cc1S(=O)(=O)N(C)CC(=O)O	-5.8
O=C(NC1CC1)C1CCCN(C2CCN(C(=O)CCC3CCCC3)CC2)C1 (stereo unspecified)	0.4
O=C(Nc1nnc(Cn2nnc(-c3cccc4ccccc34)n2)s1)c1ccc(Br)cc1	2.9
CCc1ccc(NCc2cc3cc4c(cc3n(CC(=O)Nc3ccccc3C)c2=O)OCCO4)cc1	-4.9
CSc1nc(NNC=O)cc(Oc2ccc(NC(C)=O)cc2)n1	-3.3
CCC1=C(c2ccccc2)N(c2ccccc2)C(=O)C(/C(C)=N\O)C1=O (stereo unspecified)	-1.1
CCOC(=O)c1ccccc1NC(=O)c1cc(-c2ccccc2Cl)nc2ccccc12	-2.6
CCCCC(=O)C1=C(N2CCCC2)CC(C)(C)CC1=O	8.8
COc1ccccc1OC(C)C(=O)Nc1c(C(=O)c2ccc(Cl)cc2)oc2ccccc12 (stereo unspecified)	-3.8
CCC(C)n1ncn(-c2ccc(N3CCN(c4ccc(OC)cc4)CC3)cc2)c1=O (stereo unspecified)	6.4
O=S(=O)(NCC(c1ccccc1)n1cc(-c2ccccc2)nn1)c1ccc(Cl)cc1 (stereo unspecified)	-1.2
Cc1ccc(OC/C=C/CN2CCOCC2)cc1C	4.7
COc1cccc(Cn2c(=O)n(CC3CCC(C(=O)NC(C)C)CC3)c(=O)c3sccc32)c1 (stereo unspecified)	1.2
OCCN1CCN(Cc2cn(Cc3ccccc3)nc2-c2ccc3c(c2)OCO3)CC1	0.0
COC(=O)C1=C(C)OC(=N)C(C#N)C1c1ccccc1Cl (stereo unspecified)	-3.9
CCCc1cn(C2CCN(C(=O)Nc3c(C)noc3C)CC2)nn1	3.9
Cn1c(=O)c2c(nc(N3CCNCC3)n2Cc2ccc(F)cc2)n(C)c1=O	-0.1
Cc1cccc(C)c1N1C(=O)c2ccc([N+](=O)[O-])cc2C1=O	5.0

Single entries from the list:
RBX1-CUL1 inh with `OCCN1CCN(Cc2cn(Cc3ccccc3)nc2-c2ccc3c(c2)OCO3)CC1` : 0.0
RBX1-CUL1 inh with `COc1ccccc1OC(C)C(=O)Nc1c(C(=O)c2ccc(Cl)cc2)oc2ccccc12` (stereo unspecified) : -3.8
RBX1-CUL1 inh with `Cc1ccc(OC/C=C/CN2CCOCC2)cc1C` : 4.7

Continued.
SMILES	RBX1-CUL1 inh
COc1cccc(CC(C2CCN(C(=O)CC3CCCC3)CC2)N(C)C(=O)c2ccn(C)n2)c1 (stereo unspecified)	0.2
COc1ccc(N2CCN(S(=O)(=O)CCNC(=O)COc3ccccc3F)CC2)cc1	1.9
O=C(NCc1ccc2c(c1)OCO2)c1ccc(N2CCC(NCCCc3cccnc3)CC2)cc1	5.4
CC(=O)c1ccc(NC(=O)c2ccc(-c3ccc(C(=O)Nc4ccc(C(C)=O)cc4)cc3)cc2)cc1	1.4
CC(NC(=O)C12CC3(C)CC(C)(CC(C)(C3)C1)C2)C(=O)O (stereo unspecified)	9.3
CCOC(=O)c1c(N)sc(OC(C)=O)c1C	0.1
O=c1c(N2CCN(c3cccc(Cl)c3)CC2)csc2ccccc12	0.8
CC(C)(C#CCN1CCCCC1)OCCOC(c1ccccc1)c1ccccc1	13.5
Cc1ccc(-c2cc(C(=O)NCCN3CCOCC3)no2)cc1	-1.9
CCOc1cc(CC2=NC(=S)N(CC)C2=O)cc(Cl)c1OCc1ccccc1F	-7.4
CC(C)NS(=O)(=O)c1ccc2nc(NC(=O)c3cncc(Br)c3)sc2c1	17.0
CCOc1ccccc1CNc1ccc2cc(S(=O)(=O)N3CCC(C)CC3)ccc2n1	6.5
COC(=O)c1csc([N+](=O)[O-])c1-c1c(C(=O)OC)csc1[N+](=O)[O-]	8.7
COc1ccc(C2CC(=O)C3C(=Nc4ccccc4N(C(=O)C(C)C)C3c3cccc(F)c3)C2)cc1 (stereo unspecified)	-5.5
Cc1nn(CC(=O)N2CCN(c3ccccc3)CC2)c(=O)c2cccn12	-2.1
Cc1nc(N2CCCC(C(=O)NCC(C)(C)CO)C2)nc2cc(S(C)(=O)=O)ccc12 (stereo unspecified)	-10.3
Cc1cc(C)c2c(-n3cccc3)c(C(=O)NCCCN3CCCCC3)sc2n1	-7.6
O=C(NCc1ccccc1F)c1ccc(N2CCC(NCc3cnn(Cc4ccccc4)c3)CC2)cc1	2.2
O=C(c1ccc(Cl)s1)N1CCN(S(=O)(=O)c2ccc(F)cc2)CC1	10.2
O=C1CC(=Nc2cccc3cccnc23)c2ccccc2C1=O	-6.6
CSC1=NC(=O)C(C(c2ccc(F)cc2)C2C(=O)N=C(SC)NC2=O)C(=O)N1 (stereo unspecified)	-4.1
O=C(CSc1nnnn1-c1ccccc1)NC12CC3CC(CC(C3)C1)C2	-2.8
COc1ccc(-c2ccccc2NC(=O)C2CCCN2C2CCN(C)CC2)cc1 (stereo unspecified)	3.4
CC1(C)CC(=O)C(C(=S)Nc2ccccc2)C(=NCCc2c[nH]c3ccccc23)C1 (stereo unspecified)	-8.9
O=C(c1cn(Cc2ccccc2Cl)nn1)N1CCN(CCO)CC1	8.1
COC(=O)C1OC=C(c2ccc(F)cc2)O1 (stereo unspecified)	-4.6
CCOC(=O)C1=C(C)N=c2s/c(=C\c3ccoc3)c(=O)n2C1c1ccc(N(C)C)cc1 (stereo unspecified)	-2.7
COc1ccc(-c2csc(Cl)c2)cc1	-1.5
CCC(=O)N1CCc2cc(S(=O)(=O)CCC(=O)Nc3cc(Cl)ccc3OC)ccc21	-3.0
Cc1ccccc1CC(=O)NCc1nc(-c2ccccc2NS(=O)(=O)Cc2ccccc2)oc1C	4.5
CCC1C(=O)NC(=Nc2nc(C)c3cc(C)ccc3n2)N=C1C (stereo unspecified)	-0.3
COc1cccc(OC)c1OCC(O)CN1CCN(C(c2ccccc2)c2ccccc2)CC1 (stereo unspecified)	0.6
Nc1nonc1-c1nc2ccccc2n1CC(=O)NCc1ccccc1	7.0
O=C(Nc1cccc(C(F)(F)F)c1)Nc1ccccc1C(=O)OCCOc1ccccc1	8.7
O=c1cc(-c2ccccc2)oc(-c2cccc(C(F)(F)F)c2)n1	-4.9
CCN(CC)c1ccc2cc(-c3nc(-c4ccccc4)no3)c(=O)oc2c1	-6.0
Cc1cc(C)nc(NS(=O)(=O)c2ccc(NC(=O)c3c(C)nn(-c4ccccc4)c3C)cc2)n1	0.4
COc1ccc(-c2nc(CSCC(=O)N3CCN(c4ccccc4)CC3)c(C)o2)cc1	-6.7
CCOC(=O)c1c(-c2ccc(F)cc2)csc1NC(=O)COc1ccc(Cl)cc1C	-6.4
Cn1nc(C(=O)N2CCc3onc(-c4ccccc4F)c3C2)ccc1=O	1.1
COc1cc(/C=C2\C(=O)N(c3ccc(Cl)cc3)N=C2C(F)(F)F)ccc1OC(=O)c1ccco1	-3.3
CCc1cccc(C)c1NC(=O)C(C)Sc1nc2c(c(=O)[nH]1)CCCC2 (stereo unspecified)	-3.6
COc1ccc(OCCCn2cc(/C=C3/C(=N)N4C(c5ccc(F)cc5)=CSC4=NC3=O)c3ccccc32)cc1	-0.3
COC(=O)CCCNC(=O)c1cc(COc2cncc(Cl)c2)on1	7.4
Oc1ccc(NCc2ccccc2OCc2ccc(Cl)cc2)cc1	6.7
COc1ccc(CCNC(=O)c2ccc(Nc3nc4ccccc4n4nnnc34)cc2)cc1OC	-2.4
Cc1ccc(-n2ccnc(NCc3ccccc3)c2=O)cc1C	1.0
COCCNC(=O)N1CCN(c2cccc(Cl)c2)CC1	-0.6
CSCCC(NC(=O)c1ccccc1)C(=O)OCc1nc(-c2ccccc2)oc1COC(=O)C(CCSC)NC(=O)c1ccccc1 (stereo unspecified)	-5.2
Fc1ccc(Nc2c3c(nc4nncn24)CCC3)cc1	3.0

Screening data from PubChem.
